Source: PubChem BioAssay (National Center for Advancing Translational Sciences (NCATS))
Lamin A splicing: LMNA splicing modulation; HeLa LMNA splicing GFP/RFP minigene ratio, 48 h; Potency, µM (highest dose often 46.1 µM), for inactives: top-dose ratio change, negative = inhibition, actives largely listed as inhibitors; 200,000 compounds, 0.01% hits; AID 1487; active = well fitted inhibition curve with a large enough effect in the signal ratio, with a control signal flat, not every such curve was filed as active; inconclusive = small, poorly fitted or top-dose-only effect, or effect the other way, or a change in a side signal; the % refers to the signal ratio; also: % is scaled to controls: 0 for no effect and ±100 for the full control effect
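S3 HeLa stable clones carrying a lamin A-EGFP splicing minigene plus DsRed2 were seeded at 600 cells/well in Opti-MEM with 2% FBS, pin-dosed and incubated 48 h at 37°C. Acumen cytometry (488 nm) gave the GFP/RFP total-intensity ratio.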
ALDH1A1 inh: blocks purified human ALDH1A1 activity. AID 1030. 220,000 compounds, 7.3% hits. P00352. Purified ALDH1A1, NADH fluorescence, propionaldehyde substrate. Potency, µM (doses to about 75.3 µM), for the others: at the highest dose activity, negative = inhibition, actives largely listed as inhibitors; active = well fitted inhibition curve with a large enough effect, not every such curve was filed as active; inconclusive = small, poorly fitted or top-dose-only effect, or another doubt; inactive = no such curve, though single readings can be large or run the other way;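 also: plate controls were no enzyme wells and a reference inhibitor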
SMN2 splice enh: increases expression of the SMN2 splice variant | HEK293 SMN2-luciferase splicing reporter, luminescence, 30-36 h | Potency, µM (titrated, usually from 46.1 µM), for the others: top-dose activity change, positive = activation, hits mostly activators | 210,000 compounds, 2.8% hits | AID 1458; also: % of control where 0% means no effect; nearly all actives have a fitted effect of over 55% in size
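HEK293 cells carry an SMN2 […]–luciferase reporter in which exon 7 inclusion puts luciferase in frame. Cells were plated 10-12 h before compound addition, then incubated 30-36 h at 37C. ONE-Glo luminescence was read; sodium butyrate at 4.5 mM final served as control.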
KinaseGlo FLuc: counter-screen: inhibitors of Kinase-Glo firefly luciferase | 200,000 compounds, 0.28% hits | Q27757 | Potency, µM (titrated, usually from 38.3 µM), for the others: at the top dose activity change, negative = inhibition, most hits filed as inhibitors | Kinase-Glo luciferase, ATP luminescence, 8 min; also: % is scaled to controls: 0 for no effect and ±100 for the full control effect; nearly all actives have a fitted effect of over 60% in size
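Luminescence was the read-out, taken after 8-minute incubation at ambient temperature. Luciferase turned over luciferin with 10 uM ATP in imidazole pH 7.2 buffer containing KCl, MgCl2, Tween 20 and BSA.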
RECQ1 helicase: inhibitors of human RECQ1 DNA helicase; P46063; RECQ1 DNA unwinding, red fluorescence kinetic read; Potency, µM (top dose mostly 57.3 µM), for inactives: at the top dose activity, negative = inhibition, most hits filed as inhibitors; 240,000 compounds, 0.54% hits;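 also: plate controls were vehicle for no effect and no enzyme for full effect; nearly all actives have a fitted effect of over 30% in size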
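RECQ1T1 50 nM; forked duplex (20 bp + 30-nt ss tails) 200 nM, ATP 2 mM final; pH 8.0, 2 mM MgCl2, 2.5 ug/ml poly(dI-dC); 15 min compound preincubation; discontinuous kinetic read over 2 h at RT.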
JMJD2E inh: blocks human JMJD2E demethylase activity; B2RXH2; JMJD2E catalytic domain, FDH-coupled NADH fluorescence (FDH is formaldehyde dehydrogenase); Potency, µM (top dose mostly 57.1 µM), without a hit: at the top dose activity change, negative = inhibition, most hits filed as inhibitors; 230,000 compounds, 1.6% hits; active = well fitted inhibition curve with a large enough effect, not every such curve was filed as active; inconclusive = small, poorly fitted or top-dose-only effect, or another doubt; inactive = no such curve, though single readings can be large or run the other way;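 also: 0% = wells with enzyme and -100% = buffer wells without enzyme; nearly all actives have a fitted effect of over 50% in size; many of its hits are not listed in these tables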
L3MBTL1 block: L3MBTL1 (human) inhibition; AlphaScreen L3MBTL1–H3K9me1 peptide binding; 230,000 compounds, 0.66% hits; Potency, µM (doses to about 57.1 µM), inactives show at the highest dose activity, negative = inhibition, actives largely listed as inhibitors; Q9Y468; also: % is scaled to controls: 0 for no effect and ±100 for the full control effect; nearly all actives have a fitted effect of over 60% in size
Target sequence (Q9Y468 whole entry, looked up): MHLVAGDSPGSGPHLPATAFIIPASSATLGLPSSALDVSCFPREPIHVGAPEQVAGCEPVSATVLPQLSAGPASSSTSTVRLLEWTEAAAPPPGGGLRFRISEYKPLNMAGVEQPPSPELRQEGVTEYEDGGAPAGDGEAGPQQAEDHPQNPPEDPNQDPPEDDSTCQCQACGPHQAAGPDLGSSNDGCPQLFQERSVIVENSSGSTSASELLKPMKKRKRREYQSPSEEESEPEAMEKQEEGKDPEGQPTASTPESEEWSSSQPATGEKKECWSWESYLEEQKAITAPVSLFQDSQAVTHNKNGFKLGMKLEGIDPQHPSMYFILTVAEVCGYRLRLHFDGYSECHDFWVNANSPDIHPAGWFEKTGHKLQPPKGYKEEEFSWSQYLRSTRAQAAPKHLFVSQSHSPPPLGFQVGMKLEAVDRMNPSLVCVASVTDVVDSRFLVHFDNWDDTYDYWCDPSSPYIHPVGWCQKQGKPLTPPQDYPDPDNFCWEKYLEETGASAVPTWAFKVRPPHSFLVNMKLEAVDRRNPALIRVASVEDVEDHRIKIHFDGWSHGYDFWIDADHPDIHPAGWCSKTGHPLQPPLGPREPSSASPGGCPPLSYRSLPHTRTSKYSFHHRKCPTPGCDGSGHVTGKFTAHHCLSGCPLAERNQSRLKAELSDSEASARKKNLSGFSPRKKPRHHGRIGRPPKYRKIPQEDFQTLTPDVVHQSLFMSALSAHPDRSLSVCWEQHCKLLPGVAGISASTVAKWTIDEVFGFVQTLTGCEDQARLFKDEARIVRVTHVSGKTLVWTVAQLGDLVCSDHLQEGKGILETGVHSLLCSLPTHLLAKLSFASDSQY
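Displacement of a biotinylated histone H3(1-15) peptide monomethylated at Lys9 (75 nM) from L3MBTL1 (50 nM) was measured by AlphaScreen after a 30 min room-temperature compound incubation; cefsulodin titration served as intraplate control.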
Tau fibril ThT: tau fibrillization inhibition (ThT binding). P10636. recombinant tau K18 P301L (four-repeat tau fragment), heparin-induced fibrillization, ThT fluorescence. Potency, µM (series often up to 57.4 µM), without a hit: top-dose activity, negative = inhibition, actives largely listed as inhibitors. 270,000 compounds, 2.1% hits. AID 1460; also: % is scaled to controls: 0 for no effect and ±100 for the full control effect; nearly all actives have a fitted effect of over 55% in size
Target sequence (P10636 561-689 P618L limits assumed): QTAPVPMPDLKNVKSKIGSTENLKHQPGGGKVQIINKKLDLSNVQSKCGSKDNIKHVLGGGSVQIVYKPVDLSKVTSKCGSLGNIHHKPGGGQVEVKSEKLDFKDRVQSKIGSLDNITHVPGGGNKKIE
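Heparin-induced (20 uM) aggregation of recombinant human K18 P301L tau, 15 uM unlabeled with 0.24 uM labeled, pH 7 acetate buffer, 6 hr at 37 C with compound. Fibrils quantified by 30 uM ThT fluorescence after 1 hr ambient incubation.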
Active calls of the source: *; i = inactive; ? = inconclusive; · = no result given; & = joins results of further samples; [ ] = remark or other dose. Unless noted, calls follow the shape of the dose curve; as a rule, active = well fitted curve in the direction sought with a large enough effect; inconclusive = small, poorly fitted or top-dose-only effect, or another doubt; inactive = no such curve, though single readings can be large; an effect the other way counts as inactive or inconclusive. Potency is read from the fitted curve at half-maximal effect. Not all compounds are listed; the hit share may differ from the screen's.

SMILES	Lamin A splicing	ALDH1A1 inh	SMN2 splice enh	KinaseGlo FLuc	RECQ1 helicase	JMJD2E inh	L3MBTL1 block	Tau fibril ThT
CCC(C)n1ncn(-c2ccc(N3CCN(c4ccc(OC)cc4)CC3)cc2)c1=O (stereo unspecified)	-4%	4%	-26%	0%	-22%	6%	-1%	?
CCCN1CCN(C(=S)Nc2sc(CC)cc2C(=O)OC)CC1	3%[46 µM]	-7%	·	-4%	-10%	-2%	-20%	-19%
COc1ccc(OC)c(Cc2nnc(CCC(=O)NC3CCCC3)o2)c1	·	-1%	·	0%	-4%	-2%	6%	-2%
COc1ccccc1NC(=O)c1nn(-c2ccc(OC(F)(F)F)cc2)ccc1=O	-2%	10%	13%	3%	-1%	3%	-3%	-18%
Cc1nn(C)cc1CNC(=O)Nc1ccc(Cl)cc1	-6%	-1%	16µM*	-3%	-3%	-1%	1%	6%
COc1ccccc1Cn1c(CCCO)nc2ccccc21	-2%	9%	4%	-5%	i	-3%	·	-13%
O=C(Nc1cc([N+](=O)[O-])ccc1N1CCCC1)c1ccccc1	20%[46 µM]	7%	-15%	-1%	i	1%	-1%	?
COc1cccc(-c2csc(N3CCN(C(=O)Nc4ccc(F)cc4)CC3)n2)c1	?	?	-57%[inhibitor]	6%	-10%	-10%	-8%	?
CC(=O)NC(=S)Nc1ccc(S(=O)(=O)N(C)Cc2ccccc2)cc1	·	?	-4%	-1%	i	1%	35%[activator]	8%
COC(=O)c1c(NC(=O)Cn2cnc([N+](=O)[O-])n2)sc2c1CCC(C)C2 (stereo unspecified)	-3%	-8%	-43%[inhibitor]	-4%	0%	-2%	-13%	3%
Cc1ccc(S(=O)(=O)NCCCN(C)C)cc1	2%	0%	6%	-1%	-12%	1%	-7%	6%
Cc1ccc(C(=O)N/C(=C\c2ccco2)C(=O)N2CCSCC2)cc1C	-6%[46 µM]	?	1%	1%	i	1%	7%	-3%
O=C(C1=C[C@H](C2CCCCC2)C[C@H](OCc2ccc(CO)cc2)O1)N1CCN(Cc2ccccc2)CC1	·	14µM*	·	·	-8%	?	-23%	?
OC[C@@H]1CCCN1Cc1cn(-c2ccccc2)nc1-c1ccc2c(c1)OCO2	·	?	·	·	0%	?	-5%	-11%
COc1ccc(C(=O)Nc2ccc3c(c2)C(=O)c2ccccc2C3=O)cc1OC	-2%	11%	8%	3%	-8%	-6%	1%	?
O=C(NCc1cccs1)c1cc(-c2ccccn2)nc2ccc(Br)cc12	·	6%	-20%	0%	19%	-4%	-1%	4%
CCCCn1c(SCC(=O)Nc2cc(C)[nH]n2)nc2ccsc2c1=O	-3%	-10%	·	·	-6%	-8%	-2%	-11%
OCCCCNCc1ccc(OCc2ccc(Cl)cc2)cc1	?	6%	-14%	-6%	-2%	7%	6%	-5%
CCN(CC)S(=O)(=O)c1ccc(C(=O)N2CCN=C2SCc2cccnc2)cc1	-12%	?	-32%[inhibitor]	-2%	-3%	11%	5%[11.4 µM]	3%
CSc1ccccc1NC(=O)COC(=O)c1ccccc1Cc1ccccc1	-4%	-4%	-3%	5%	25µM*	-7%	57%[activator]	?

ALDH1A1 inh, hit marks shown above
canonical_smiles,ALDH1A1 inh,SMN2 splice enh,RECQ1 helicase,JMJD2E inh,L3MBTL1 block,Tau fibril ThT
O=C(C1=C[C@H](C2CCCCC2)C[C@H](OCc2ccc(CO)cc2)O1)N1CCN(Cc2ccccc2)CC1,14µM*,·,-8%,?,-23%,?

Next records follow:
SMILES	Lamin A splicing	ALDH1A1 inh	SMN2 splice enh	KinaseGlo FLuc	RECQ1 helicase	JMJD2E inh	L3MBTL1 block	Tau fibril ThT
Cc1cc(NC(=O)CN2CCCCC2)n(-c2ccccc2)n1	·	·	·	·	-1%	4%	7%	-12%
Clc1ccc2c(c1)C=Nc1c(NCc3ccccc3)ncnc1O2	14%	8%	-2%	-8%	-2%	5%	-6%	-10%
Cc1cc(C)c2c(CC(=O)NC(C)C)coc2c1	·	1%	-15%	-1%	-1%	6%	23%	2%
O=C(C1CC1)N1CCc2cc(Br)cc(S(=O)(=O)NCC3COc4ccccc4O3)c21 (stereo unspecified)	-27%	-9%	-4%	4%	-1%	-1%	·	-2%
C=CCNc1nc(Nc2ccc(Cl)cc2)nc(OC)n1	·	5%	15%	-3%	-3%	10%	·	2%
COc1ccc(CSc2nc(C)cc(C)c2C#N)cc1	4%[46 µM]	?	-8%	1%	i	-12%	92%[activator]	-10%
CC(Oc1ccc2ccccc2c1)C(=O)NNC(=S)NC(=O)c1ccco1 (stereo unspecified)	?	?	·	2%	-13%	?	·	?
O=c1c2[nH]c3ccc(F)cc3c2ncn1CC1CCCO1 (stereo unspecified)	·	·	·	·	-3%	?	2%	-5%
c1ccc(CN2CCN(c3nc4ccccc4n4cnnc34)CC2)cc1	5%	-14%	-15%	3%	-8%	-10%	-3%	-14%
Cc1ccc(/C(O)=C2/C(=O)C(=O)N(Cc3ccco3)C2c2cccs2)cc1 (stereo unspecified)	11%	-6%	11%	-4%	i	-2%	-1%	?
COc1ccc(CCNC(=O)Cn2c([N+](=O)[O-])cnc2C)cc1OC	4%[46 µM]	4%	·	-2%	-9%	-3%	-1%	-5%
OCCN=Cc1c(O)[nH]c2ccccc12	-5%	-1%	20%	-3%	-15%	3%	·	-5%
CCCc1nc(-c2cc3cc(C)ccc3[nH]c2=O)no1	·	·	·	·	i	?	6%	-10%
CN=C(NC1CCCCC1)c1ccc(Cl)cc1	8%	-3%	18%	-2%	1%	-3%	-10%	-3%
CN(C)CCCNc1cc(C(C)(C)C)nc2c(-c3ccccc3)cnn12	·	·	·	·	-17%	?	14%	?
COc1ccc(Cl)cc1NC(=O)CCc1nc(-c2ccccc2F)no1	·	4%	-24%&-12%	-1%	-22%	2%	·	-7%&-6%
C=CCn1c(SCC(=O)Nc2c(C)nn(Cc3ccccc3)c2C)nnc1C(O)c1ccccc1 (stereo unspecified)	15%	3%	-5%	-1%	1%	-6%	-4%[11.4 µM]	-9%
COc1ccc(Cc2nnc(NC(C)=O)s2)cc1	23%[46 µM]	-9%	·	-4%	i	5%	1%	-3%
CCCCOc1ccc(C(=O)Nc2ccc(SC(F)F)cc2)cc1OC	?	8%	-6%	0%	3%	-25%	7%	-4%
O=C(Nc1ccccc1-c1nc2ccccc2s1)c1ccco1	?	1%	-30%	10%	i	-29%	20%	-18%
CCn1c(-c2ccco2)n[nH]c1=S	8%	-5%	5%	-1%	-2%	?	9%	-9%
CN(C)CCCNC(=S)N(Cc1cccs1)Cc1cc2cc3c(cc2[nH]c1=O)OCCO3	?	?	·	2%	i	?	-9%	-7%
CC(C)N(Cc1nc(COc2ccccc2)no1)Cc1nccn1C	?	-5%	·	3%	-1%	-3%	-4%	-9%
O=C(NC1CCCCC1)C(c1cccnc1)N(C(=O)CCl)c1ccc(F)cc1 (stereo unspecified)	?	-5%	-17%[1.84 µM]	-3%	-5%	1%	6%	-14%
O=C(Oc1ccc(/C=N/O)cc1)c1ccccc1	-2%	5%	11%	-13%	-5%	-1%	4%	?
COc1ccc(OC)c(NC(=O)C2C3CCC(O3)C2C(=O)O)c1 (stereo unspecified)	?	2%	5%	-2%	-1%	?	-1%	-3%
Cc1ccc(S(=O)(=O)C2(C(=O)Nc3ccc4c(c3)OCO4)CC2)cc1	-7%	-7%	-6%	2%	-2%	15%	1%	-9%
COCCNC(=S)NC12CC3CC(CC(C3)C1)C2	0%	?	1%	17%	i	-1%	·	0%
COc1cccc(CNc2cccc(C(F)(F)F)c2)c1O	9%[9.22 µM]	4%	-15%	0%	-4%	-9%	·	-12%
O=C(Nc1cccc(O)c1)c1cc2nc(-c3ccccc3)cc(-c3ccccc3)n2n1	-12%	18%	-35%[inhibitor]	3%	-10%	-2%	11%	-3%
CS(=O)(=O)N1CCC2(CC1)CN(c1cccc(-c3ccccc3)c1)C2	·	?	-38%[inhibitor]	-4%	11%	·	·	·
CC1=CC(=O)C(C(C)=Nc2ccccc2Cl)C(=O)O1 (stereo unspecified)	·	·	·	·	-7%	-2%	3%	-9%
CC(C)CN(C(=O)c1nn(C)c(=O)c2ccccc12)c1nc2ccccc2s1	-15%	-3%	-19%	-2%	i	7%	·	?
CS(=O)(=O)c1cnc(-c2ccccc2)nc1-c1ccc(Cl)c(Cl)c1	?	-1%	-4%	0%	i	6%	9%	-4%
COc1cnc(-c2ccccc2)nc1Oc1ccccc1C	13%	?	-8%	1%	-4%	5%	18%	-10%
Cc1ccc2c(c1)c1c(n2C)C(=O)CCC1	-5%	-8%	-14%	-1%	8%	?	15%	-19%

An excerpt from the list above, for reference:
SMILES	Lamin A splicing	ALDH1A1 inh	SMN2 splice enh	KinaseGlo FLuc	RECQ1 helicase	JMJD2E inh	L3MBTL1 block	Tau fibril ThT
O=C(Nc1cccc(O)c1)c1cc2nc(-c3ccccc3)cc(-c3ccccc3)n2n1	-12%	18%	-35%[inhibitor]	3%	-10%	-2%	11%	-3%
CS(=O)(=O)N1CCC2(CC1)CN(c1cccc(-c3ccccc3)c1)C2	·	?	-38%[inhibitor]	-4%	11%	·	·	·
CC1=CC(=O)C(C(C)=Nc2ccccc2Cl)C(=O)O1 (stereo unspecified)	·	·	·	·	-7%	-2%	3%	-9%
CC(C)CN(C(=O)c1nn(C)c(=O)c2ccccc12)c1nc2ccccc2s1	-15%	-3%	-19%	-2%	i	7%	·	?
CS(=O)(=O)c1cnc(-c2ccccc2)nc1-c1ccc(Cl)c(Cl)c1	?	-1%	-4%	0%	i	6%	9%	-4%
COc1cnc(-c2ccccc2)nc1Oc1ccccc1C	13%	?	-8%	1%	-4%	5%	18%	-10%
Cc1ccc2c(c1)c1c(n2C)C(=O)CCC1	-5%	-8%	-14%	-1%	8%	?	15%	-19%
